Nrf2 inh: blocks Nrf2 signaling | A549 ARE-Fluc reporter, luciferase luminescence, 18-24 h | AID 504444 | Potency, µM (top dose mostly 46 µM), inactives show at the highest dose activity change, negative = inhibition, hits mostly inhibitors | 360,000 compounds, 2.1% hits; further: on the % scale 0 is the no-effect control and ±100 the full control effect; nearly all actives have a fitted effect of over 60% in size
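Nrf2 activity is the BugLite luminescence, read 15 min after reagent at room temperature, following CellTiter-Fluor cytotoxicity readout (30 min, 37C). Compound titrations were applied for 18-24 h to 5000 A549 ARE_Fluc cells/well in 5% FBS OPTI-MEM.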
HepG2 tox: counter-screen for TGF-b inhibitors: cytotoxicity in HepG2 cells | AID 588856 | HepG2 CAGA-GFP viability, ATP luminescence, 18 h | Potency, µM (highest dose often 46.1 µM), for inactives: at the top dose activity change, negative = cytotoxicity, hits mostly cytotoxic | 410,000 compounds, 0.76% hits; further: some results filed as inactive show a strong effect at the top dose
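HepG2 CAGA-GFP cells (1000/well, DMEM with 1% FBS) received compound, then TGF-beta at 500 pg/mL final, and were incubated 18 hours at 37 degrees C. Viability was read by CellTiter-Glo luminescence. Media-only wells were set as complete cell-killing and DMSO as no toxicity.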
Nrf2 ARE act: activators of Nrf2 (ARE) signaling; AREc32 ARE-luciferase reporter (MCF7-derived line), luminescence, 24 h; Potency, µM (series often up to 46.1 µM), for inactives: top-dose activation, actives largely listed as activators; 410,000 compounds, 0.31% hits; further: % of control where 0% means no effect; nearly all actives have a fitted effect of over 65% in size
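For detection, Steady-Glo was added and plates sat 30 min at RT; before that, AREc32_Fluc cells grown overnight in OPTI-MEM/5% FBS had been treated with 23 nL compound for 24 hr at 37 deg C.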
ATXN2 expr inh: inhibitors of ATXN2 expression; HEK-293 ATXN2-luciferase reporter, luminescence, 24 h; Potency, µM (top dose mostly 57 µM), inactives show top-dose activity change, negative = inhibition, usual class: inhibitors; 360,000 compounds, 0.72% hits; AID 1745845; further: on the % scale 0 is the no-effect control and ±100 the full control effect; nearly all actives have a fitted effect of over 55% in size
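ATXN2-luciferase reporter cells (luciferase flanked by upstream and downstream ATXN2 gene portions) were treated 24 h at 37 °C with compounds at up to 57 uM. SteadyGlo luminescence gave expression; GF-AFC fluorescence gave viability.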
EPAC2 antag: EPAC2 (human) antagonism | Q8WZA2 | 360,000 compounds, 0.18% hits | EPAC2 GEF exchange of Rap1B-BODIPY-GDP, fluorescence | Potency, µM (highest dose often 114 µM), without a hit: top-dose activity, negative = inhibition, most hits filed as inhibitors; further: on the % scale 0 is the no-effect control and ±100 the full control effect; nearly all actives have a fitted effect of over 45% in size; many of its hits are not listed in these tables
Target sequence (Q8WZA2 whole entry, looked up): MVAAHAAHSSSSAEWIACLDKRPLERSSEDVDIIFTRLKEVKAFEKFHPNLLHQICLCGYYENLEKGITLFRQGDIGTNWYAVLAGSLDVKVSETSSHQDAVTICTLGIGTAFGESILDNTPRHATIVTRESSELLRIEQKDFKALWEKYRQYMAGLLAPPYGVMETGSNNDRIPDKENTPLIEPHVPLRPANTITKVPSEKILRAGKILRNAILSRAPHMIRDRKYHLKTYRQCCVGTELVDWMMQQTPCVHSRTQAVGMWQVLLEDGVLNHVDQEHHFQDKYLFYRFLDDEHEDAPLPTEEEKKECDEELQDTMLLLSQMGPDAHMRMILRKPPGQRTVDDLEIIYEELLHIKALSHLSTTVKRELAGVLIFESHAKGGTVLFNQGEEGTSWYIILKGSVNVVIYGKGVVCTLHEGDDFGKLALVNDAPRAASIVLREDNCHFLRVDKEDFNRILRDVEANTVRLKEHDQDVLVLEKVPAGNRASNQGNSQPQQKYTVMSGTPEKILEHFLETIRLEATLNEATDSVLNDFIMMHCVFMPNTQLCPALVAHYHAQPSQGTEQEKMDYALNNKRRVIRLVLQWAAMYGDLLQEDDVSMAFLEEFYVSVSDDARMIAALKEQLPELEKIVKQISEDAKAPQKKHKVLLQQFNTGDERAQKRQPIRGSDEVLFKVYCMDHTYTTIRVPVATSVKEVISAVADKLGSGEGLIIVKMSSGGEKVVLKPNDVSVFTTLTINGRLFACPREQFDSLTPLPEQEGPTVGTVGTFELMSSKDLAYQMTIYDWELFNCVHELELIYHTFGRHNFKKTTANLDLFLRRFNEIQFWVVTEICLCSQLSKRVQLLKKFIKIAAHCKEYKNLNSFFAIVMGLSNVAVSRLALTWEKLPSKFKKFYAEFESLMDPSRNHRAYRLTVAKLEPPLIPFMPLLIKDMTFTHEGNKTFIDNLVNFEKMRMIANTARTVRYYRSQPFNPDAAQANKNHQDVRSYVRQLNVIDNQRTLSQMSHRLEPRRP
ATXN viability: reduces viability in counter-screen for ATXN expression inhibitors; S2 cells (HEK-293 line with an ATXN2-luciferase reporter) viability, CellTiter-Fluor protease fluorescence, 24 h; Potency, µM (titrated, usually from 56.7 µM), most hits filed as cytotoxic; 400,000 compounds, 0.49% hits; AID 651635; further: nearly all actives have a fitted effect of over 40% in size
A549 tox: kills or reduces viability of A549 cells in Nrf2 counter-screen | AID 504648 | 390,000 compounds, 0.16% hits | A549 ARE-Fluc cells, CellTiter-Fluor viability, 18-24 h | Potency, µM (top dose mostly 46 µM), for inactives: at the top dose activity change, negative = cytotoxicity, actives largely listed as inhibitors; further: on the % scale 0 is the no-effect control and ±100 the full control effect
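A549 ARE_Fluc cells in 5% FBS OPTI-MEM were exposed to compounds in concentration-response for 18-24 h at 37 deg C. Viability was read by CellTiter-Fluor fluorescence (Ex 405/Em 525) after 30 min, before the luciferase read.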
MCF10A rerep: DNA re-replication induction in MCF 10a cells. MCF 10A DNA re-replication, Hoechst nuclear intensity, 48 h. Potency, µM (titrated, usually from 46.1 µM), for inactives: at the highest dose activity, positive = re-replication, most hits filed as activators. 350,000 compounds, 2.9% hits; further: % of control where 0% means no effect; nearly all actives have a fitted effect of over 50% in size
TGFb inhibitor: inhibitors of TGF-b signaling. 410,000 compounds, 1.2% hits. AID 588855. Potency, µM (series often up to 46.1 µM), without a hit: top-dose activity, negative = inhibition, most hits filed as inhibitors. HepG2 CAGA-GFP TGF-b/SMAD3 reporter, GFP fluorescence, 18 h; TGF-beta stimulated, 500 pg/mL final; further: on the % scale 0 is the no-effect control and ±100 the full control effect; nearly all actives have a fitted effect of over 65% in size
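Inhibition of TGF-beta-driven CAGA-GFP reporter expression in HEPG2 cells is measured by cellular GFP fluorescence after 18 h stimulation with 500 pg/mL recombinant TGF-beta in 1% FBS medium at 37 degrees C.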
Active calls of the source: *; i = inactive; ? = inconclusive; nt = no result given; & = joins results of further samples; ! = repeats disagree; [ ] = another dose, or the depositor's remark. The call rests on the fitted dose curve; in most records, active means well fitted curve in the direction sought with a large enough effect; inconclusive means small, poorly fitted or top-dose-only effect, or another doubt; inactive means no such curve, though single readings can be large; an effect the other way counts as inactive or inconclusive. Potency means the concentration at half of the fitted maximal effect. An excerpt; rates above refer to the full screens.

smiles	Nrf2 inh	HepG2 tox	Nrf2 ARE act	ATXN2 expr inh	EPAC2 antag	ATXN viability	A549 tox	MCF10A rerep	TGFb inhibitor
CCc1ccc(CNC(=O)C(C)n2ccc3cc(S(=O)(=O)N4CCCCCC4)ccc32)cc1 (configuration not stated)	?	-21%	4.4%	-9%	nt	?	-4%	nt	-14%
OCCN1CCN(c2cnc(-c3ccsc3)cn2)CC1	nt	8%	0.2%	9%	1%	i	nt	nt	18%
N#Cc1cccc(NC(=O)Cc2ccsc2)c1	-9%	8%	0.2%	17%	5%	i	-5%	4%	11%
COCCN1C(=O)N(c2ccc(Cl)cc2)C(=O)C1CC(=O)Nc1cc(OC)cc(OC)c1 (configuration not stated)	2%	9%	-0.3%	5%	2%	i	4%	2%	12%
Cc1ccccc1NC(=O)COC(=O)Cc1cccc(C(F)(F)F)c1	10%	5%	0.2%	-8%	-1%	i	-2%	-3%	0%
COc1ccc(CCN(C)C2CCCN(C(=O)CCSC)C2)cc1OC (configuration not stated)	5%	2%	-1.0%	-23%	3%	i	-1%	?	26%
CCc1cccc(NC(=O)Cn2nc(C)c3sc4ccccc4c3c2=O)c1	-30%	-10%	-0.9%	10%	nt	i	2%	nt	16%
CC(C)C(NC(=O)c1ccccc1NC(=O)C(C)(C)C)C(=O)N1CCOCC1 (configuration not stated)	3%	6%	-0.4%	0%	11%	i	0%	1%	-28%
O=S(=O)(NNc1nccc(C(F)(F)F)n1)c1cccc(Cl)c1Cl	13%	-21%	0.8%	nt	1%	i	7%	-2%	?
CCOCCc1nnc(NC(=O)C(CC)c2ccccc2)s1 (configuration not stated)	5%	-20%	-0.1%	-7%	1%	i	17%	1%	21%
Cc1ccc(C2CC2c2n[nH]c(=S)n2-c2ccc(C)cc2)cc1 (configuration not stated)	-16%	-18%	-0.1%	2%	-4%	i	-9%	?	14%
C=CCC1C=C(C)CC(CC=C)N1 (configuration not stated)	1%	5%	-0.7%	18%	16%	i	-6%	3%	0%
COc1ccc(C(=O)Nc2ccc3[nH]ncc3c2)cc1OC	?	-17%	3.3%	20%	-4%	i	1%	-3%	15%
COC(=O)c1ccc(S(=O)(=O)N2CCN(C(c3ccccc3)c3ccccc3)CC2)n1C	5%	-2%	-0.5%	-23%	0%	i	16%	-6%	0%
OCC[C@@H]1C[C@H](O)[C@@H](O)[C@]2(OCc3cc(C(F)(F)F)ccc32)O1	nt	-1%	-0.2%	-2%	10%	i	nt	nt	-14%
O=C1c2ccccc2NC(c2c(Cl)cccc2Cl)N1Cc1ccccc1 (configuration not stated)	nt	-2%	4.2%	-6%	5%	i	-21%	?	?
CCOC(=O)CNC(=S)N(CCCN1CCCCCC1)Cc1cccs1	-1%	-23%	3.2%	-14%	4%	i	-1%	9%	-24%
CCN(CC)C(=O)CSc1nc2cc3c(cc2c(=O)n1Cc1ccco1)OCO3	-23%	-28%	-0.2%	-16%	19%	i	-6%	6%	-13%
Cc1cccc(NC(=O)C(C)Sc2nc3nc(C)cc(C)n3n2)c1 (configuration not stated)	-10%	6%	0.8%	-2%	2%	?	-6%	-1%	-8%
COc1cc(NC(=O)CCc2c(C)noc2C)c(Cl)cc1C(=O)O	-4%	-1%	-0.6%	-3%	10%	?	-2%	2%	2%
CCOC(=O)C[C@H]1c2cc(C(F)(F)F)ccc2S(=O)(=O)N1C(C)C	7%	-22%&-2%	-1.7%	-5%	-1%	i	9%	13%	0%&7%
COc1cccc(CNC(=O)COc2cc(=O)n(C)c3ccccc23)c1	-20%	-9%	3.1%	7%	nt	i	-14%	nt	4%
CCOC(=O)CNC(=O)Nc1ccccc1C(=O)OC	1%	-23%	0.2%	0%	12%	i	-3%	-3%	14%
Cc1cc(Br)c(NC(=O)c2ccccc2[N+](=O)[O-])cc1C	14%	1%	0.4%	nt	6%	i	1%	6%	-19%
CCOC(=O)c1ccccc1OCc1cc(/C=N/n2cncn2)ccc1OC	?	-23%	0.1%	-28%	9%	?	-13%	?	?

Quoted from the listing (3 entries):
smiles	Nrf2 inh	HepG2 tox	Nrf2 ARE act	ATXN2 expr inh	EPAC2 antag	ATXN viability	A549 tox	MCF10A rerep	TGFb inhibitor
OCC[C@@H]1C[C@H](O)[C@@H](O)[C@]2(OCc3cc(C(F)(F)F)ccc32)O1	nt	-1%	-0.2%	-2%	10%	i	nt	nt	-14%
O=C1c2ccccc2NC(c2c(Cl)cccc2Cl)N1Cc1ccccc1 (configuration not stated)	nt	-2%	4.2%	-6%	5%	i	-21%	?	?
CCOC(=O)CNC(=S)N(CCCN1CCCCCC1)Cc1cccs1	-1%	-23%	3.2%	-14%	4%	i	-1%	9%	-24%

Next section
smiles	Nrf2 inh	HepG2 tox	Nrf2 ARE act	ATXN2 expr inh	EPAC2 antag	ATXN viability	A549 tox	MCF10A rerep	TGFb inhibitor
CCN1C(=O)c2ccccc2S(=O)c2ccc(C(=O)N3CCCCCC3)cc21 (configuration not stated)	?	-93%	0.2%	2%	-10%	i	-10%	2%	5%
Cc1cc(C)c(S(=O)(=O)c2ccc(F)cc2C)c(Cl)n1	-21%	-9%	0.5%	nt	?	i	5%	-2%	37%[activator]
O=C(CSc1nnnn1-c1ccccc1)c1ccco1	16%	-7%	6.0%	nt	0%[57.1 µM]	i	-1%	-4%	-1%
O=[N+]([O-])c1cc(/C=N/O)ccc1Oc1cccc(Cl)c1	-2%	-23%	3.2%	-8%	7%	i	2%	-9%	-3%
O=C(c1cccc(F)c1)N1CCc2ccccc21	-4%	3%	0.2%	16%	6%	i	-3%	0.18µM*	?
COc1cccc(-c2cc(C(=O)Nc3cnn(Cc4ccccc4C)c3)no2)c1	0%	-20%	-0.6%	-2%	-4%	i	-2%	2%	11%
CN(CC(=O)Nc1ccccc1Cl)C(=O)c1cc(=O)[nH]c2ccccc12	3%	-1%	-0.4%	-9%	9%	i	0%	1%	-10%
COc1ccc(NC(=O)CSc2nccn2-c2ccccc2)c(OC)c1	nt	2%	0.2%	-29%	-1%	i	-2%	0%	-3%
CCOC(=O)c1c(NC(=O)C2CCCO2)sc2c1CCC2 (configuration not stated)	-3%	-19%	0.3%	1%	-2%	i	2%	?	-5%
O=C(NCc1ccncc1)c1ccc(OCc2ccccc2)cc1	?	-15%	-0.7%	-14%	3%	?	-5%	0%	-7%
Cc1ccccc1CC1(C)C(=O)Nc2ccc(S(=O)(=O)NC3CCCCC3)cc21 (configuration not stated)	nt	-22%	0.5%	-18%	11%	?	nt	nt	?
O=c1oc2ccccc2c2c1ccc1ccccc12	8%	-1%	0.3%	11%	-14%	i	12%	0%	-19%
O=C(COc1ccc(Cc2ccccc2)cc1)c1ccc(F)cc1	0%	0%	0.2%[9.22 µM]	31%	-3%	i	2%	?	-23%
CN(C)CCCN(C(=O)c1cccc(N2C(=O)CCC2=O)c1)c1nc2cc3c(cc2s1)OCO3	-12%	-13%	-1.1%	4%	-5%	i	1%	14%	-12%
Cc1cc(CN2CCC(N3CCC(C(=O)NC4CC4)CC3)CC2)cc(C)c1O	2%	-20%	0.0%	6%	1%	?	0%	13%	-1%
COc1ccc(-c2nc3ccc(C(=O)NCC(OC)OC)cc3nc2-c2ccc(OC)cc2)cc1	-7%	8%	0.0%	-16%	-26%	nt	-7%	?	-7%
COc1ccc(C(=O)NC(Nc2ccc(C)cc2)C(Cl)(Cl)Cl)cc1 (configuration not stated)	21µM*	-6%	4.0%	-20%	-2%	i	?	5%	11µM*
CCCCNC(=O)OC(C)CNC(=O)Oc1cccc(C)c1 (configuration not stated)	-14%	-3%	-0.6%	-6%	-1%	i	-3%	-4%	6%
COC(=O)c1cc(C)nc2c1c(=O)nc(SCc1c(C)cc(C)cc1C)n2C1CC1	nt	-46%	-3.5%	nt	nt	nt	4%	nt	?
Cc1ccc(C)c(CN2CCC(CNC(=O)Nc3ccc(Br)cc3F)CC2)c1	-24%&14%	-84%&-86%	3.1%&6.0%	20µM*!	-2%	?	-25%&2%	?	?
Cc1noc(C)c1-c1ccc(C(=O)NCc2cccnc2)c2occc12	nt	-10%	19%	58%[activator]	9%	i	nt	nt	21%
COc1ccc(C(C)NS(=O)(=O)Cc2ccccc2)cc1 (configuration not stated)	?	-9%	0.0%	6%	5%	i	-11%	15%	-28%
CCOc1ccc(NC(=O)c2ccc(NC(=O)Cc3n[nH]c(=O)c4ccccc34)cc2)cc1	-15%	4%	-0.9%	-8%	-2%	i	-1%	17%	1%
COc1cc(NC(C)=O)c2ncccc2c1Br	nt	-10%	0.1%	nt	-5%	i	nt	nt	12%
COc1ccc(-c2noc(C(C)NC(=O)c3ccco3)n2)cc1 (configuration not stated)	?	-7%	5.0%	-19%	nt	i	-6%	nt	?

The listing continues.
smiles	Nrf2 inh	HepG2 tox	Nrf2 ARE act	ATXN2 expr inh	EPAC2 antag	ATXN viability	A549 tox	MCF10A rerep	TGFb inhibitor
CC(=O)Nc1ccc(NC(=O)C2CC(=O)N(c3cccc(Cl)c3)C2)cc1 (configuration not stated)	?	3%	0.4%	nt	-13%	i	-10%	-4%	8%
COc1ccc(-n2nc(C(=O)NCC(=O)N3CCN(c4ccccc4F)CC3)c3ccccc3c2=O)cc1	?	2%	-0.3%	28%	-4%	?	1%	18%	-8%
CCOc1ccc2nc(N(CCCN(C)C)C(=O)c3ccc(S(=O)(=O)N4CCCC4)cc3)sc2c1	-24%	-49%	-1.0%	?	3%	i	0%	-6%	-13%
Cc1nnc(SCC(=O)N2CC(C)OC(C)C2)n1-c1ccccc1 (configuration not stated)	5%	4%	0.6%	3%	-9%	i	-1%	-1%	-9%

Source: PubChem (National Center for Advancing Translational Sciences (NCATS))
